Lipid droplet = modulators of hepatic lipid droplet formation | AML12 mouse hepatocytes, oleate lipid droplets, BODIPY imaging | 0.4% of 240,000 active | inhibition, % at 6.5 µM | AID 1656;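 active means lipid droplet intensity inhibited by at least 50%, with more than 500 cells counted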
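System: AML12 hepatocytes (mouse). Probe or stimulus: oleic acid at 100 µM to induce lipid droplet formation. Times: overnight treatment with compound plus oleate. Detection: Image-based BODIPY and DAPI two-channel analysis. Evaluation: percent inhibition of filter-corrected integrated lipid droplet intensity per well.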
Lipid droplet cells 6.5 µM = further read-out of Lipid droplet, marked with its call; cell count; measured here: cell count, cytotoxicity flag;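 cells counted across two imaged fields per well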
* marks the source's active call; other numbers are inactive results. These rows are one share of the data; rates above refer to the full screens.

For O=C1CC[C@@H](O)CCN1CC[C@H](Sc1ccccc1)c1ccccc1 the results were Lipid droplet -15.9 and Lipid droplet cells 6.5 µM 784.
For O=C(NC1CCCC1)C(c1ccccc1)N(C(=O)c1csnn1)c1ccccc1F (stereo not given) the results were Lipid droplet -11.3 and Lipid droplet cells 6.5 µM 770.
Screening COC(=O)C1(CC2CC(c3cccc(Br)c3)=NO2)CCN(C(=O)OC(C)(C)C)CC1 (stereo not given) returned Lipid droplet -15.5 and Lipid droplet cells 6.5 µM 776.
O=C(NNC(=O)c1ncc(Cl)c(Cl)c1Cl)c1ccc(F)cc1 was read as Lipid droplet 0.4 and Lipid droplet cells 6.5 µM 850.
Screening CC(=O)N1c2ccc(S(=O)(=O)N3CCCC(C(=O)N4CCCCC4)C3)cc2CC1C (stereo not given) returned Lipid droplet -0.1 and Lipid droplet cells 6.5 µM 751.
For COc1cc(/C=N/NC(=O)Cc2nnc(NC(=O)c3ccccc3)s2)ccc1O the results were Lipid droplet -6.1 and Lipid droplet cells 6.5 µM 768.
For O=C(CNC(=O)[C@@H]1Cc2ccccc2CN1)NCc1ccco1 the results were Lipid droplet 3.3 and Lipid droplet cells 6.5 µM 675.
`CCC(NC(=O)c1ccc2nc(Cc3ccc(OC)cc3)oc2c1)c1ccncc1` (stereo not given) gave Lipid droplet -8.1 and Lipid droplet cells 6.5 µM 685.
`Cc1cc(NC(=O)CN2C(=O)c3ccccc3S2(=O)=O)no1` gave Lipid droplet 48.5 and Lipid droplet cells 6.5 µM 919.
Screening CCOC(=O)/C=C/C(=O)OCC(=O)N1CCN(C(=O)c2ccco2)CC1 returned Lipid droplet -0.5 and Lipid droplet cells 6.5 µM 847.
`Cc1cc(-c2ccc(S(=O)(=O)N3CCc4ccccc4C3)s2)on1` gave Lipid droplet 17.8 and Lipid droplet cells 6.5 µM 676.
Screening O=C(CCNC(=O)C1CCN(S(=O)(=O)c2ccccc2)CC1)Nc1ccccc1 returned Lipid droplet 44.6 and Lipid droplet cells 6.5 µM 728.
`NNC(=O)CNC(c1ccccc1)c1cc(Cl)ccc1NC(=O)c1ccccc1` (stereo not given) gave Lipid droplet -1.0 and Lipid droplet cells 6.5 µM 827.
`C/C(CC(=O)Nc1cccc(Cl)c1Cl)=N\NC(=O)C(=O)NC1CCCCC1` gave Lipid droplet -10.9 and Lipid droplet cells 6.5 µM 744.
COc1ccc(-n2c(SCC(=O)N3CCC(C(=O)O)CC3)nc3ccccc3c2=O)cc1OC was read as Lipid droplet -10.3 and Lipid droplet cells 6.5 µM 787.
For CCOC(=O)C1=CCN(Cc2ccccc2)CC1 the results were Lipid droplet 0.0 and Lipid droplet cells 6.5 µM 805.
`COc1ccc(N2CCOCC2)c(NC(=O)c2cc3ccccc3o2)c1` gave Lipid droplet -12.7 and Lipid droplet cells 6.5 µM 842.
`COc1ccc(CC(=O)Nc2c3c(nn2C(C)(C)C)CS(=O)(=O)C3)cc1` gave Lipid droplet 8.5 and Lipid droplet cells 6.5 µM 658.
Screening Cc1ccc(S(=O)(=O)c2nc(S(=O)(=O)c3ccc(C)cc3)c(N3CCN(CCO)CC3)s2)cc1 returned Lipid droplet -8.9 and Lipid droplet cells 6.5 µM 703.
Screening O=C(COc1cc2oc(=O)c3c(c2cc1Cl)CCC3)NCCCN1CCOCC1 returned Lipid droplet 1.1 and Lipid droplet cells 6.5 µM 679.
Screening COc1ccccc1/C=C1\SC(=S)N(CCC(=O)NCCCn2ccnc2)C1=O returned Lipid droplet 3.2 and Lipid droplet cells 6.5 µM 726.
`COCCn1c(=O)[nH]c2cc(C(=O)N3CCN(c4cccc(C)c4C)CC3)ccc2c1=O` gave Lipid droplet -1.4 and Lipid droplet cells 6.5 µM 731.
Screening O=C1CCC(C(=O)N2CCC(CCO)CC2)CN1Cc1ccc(Cl)cc1 (stereo not given) returned Lipid droplet 2.2 and Lipid droplet cells 6.5 µM 858.
For COc1ccc(S(=O)(=O)NCCN2CCOCC2)cc1Br the results were Lipid droplet -1.9 and Lipid droplet cells 6.5 µM 869.
Screening C=CCN1CCN(c2ccncc2S(=O)(=O)N2CCCCC2)CC1 returned Lipid droplet 4.5 and Lipid droplet cells 6.5 µM 891.
For Cn1cc(C(=O)NS(=O)(=O)Nc2ccc(Br)cn2)c2ccccc21 the results were Lipid droplet -7.3 and Lipid droplet cells 6.5 µM 721.
`CCCNC(=O)c1ccc(S(=O)(=O)c2ccc(OC)cc2)c([N+](=O)[O-])c1` gave Lipid droplet 11.8 and Lipid droplet cells 6.5 µM 699.
Screening COc1cccc(NC(=O)CN2CCc3ccccc3C2)c1 returned Lipid droplet -3.6 and Lipid droplet cells 6.5 µM 801.
`CCc1ccc(N(CC(=O)NCc2ccc(OC)cc2)C(=O)CCC(=O)Nc2ccccn2)cc1` gave Lipid droplet 0.7 and Lipid droplet cells 6.5 µM 794.
For CCC/C(=N\NC(=O)C1CC1)c1ccc(Br)cc1 the results were Lipid droplet 22.4 and Lipid droplet cells 6.5 µM 882.
`COc1cccc(CNS(=O)(=O)c2c(C(=O)N3CCCC3)c(C)n(C)c2C)c1` gave Lipid droplet -15.1 and Lipid droplet cells 6.5 µM 703.
Screening COc1ccc(N(CC(=O)NC2CC2)S(=O)(=O)c2ccccc2)cc1 returned Lipid droplet -14.8 and Lipid droplet cells 6.5 µM 800.
`COC(=O)[C@H](Cc1ccccc1)NC(=O)NCCc1ccccc1F` gave Lipid droplet -3.3 and Lipid droplet cells 6.5 µM 800.
Screening C/C(=N\NC(=O)CNC(=O)C1COc2ccccc2O1)c1ccco1 (stereo not given) returned Lipid droplet -14.5 and Lipid droplet cells 6.5 µM 402.
Screening CCN(c1ccccc1)S(=O)(=O)c1ccc2ccccc2c1 returned Lipid droplet -5.1 and Lipid droplet cells 6.5 µM 819.
For CCc1noc(C)c1C(=O)NNC(=O)COc1ccc(Br)cc1 the results were Lipid droplet -3.4 and Lipid droplet cells 6.5 µM 798.
Cn1c(=O)c2sccc2n2c(CCCC(=O)NCc3cccnc3)nnc12 was read as Lipid droplet -5.1 and Lipid droplet cells 6.5 µM 709.
For CN(C)CCN(C(=O)c1ccc2c(c1)OCCO2)c1nc2c(Cl)cccc2s1 the results were Lipid droplet -0.8 and Lipid droplet cells 6.5 µM 836.
`O=C(c1cc(-c2ccc(Cl)cc2)on1)N1CCN(c2ccccc2)CC1` gave Lipid droplet 11.7 and Lipid droplet cells 6.5 µM 823.
Screening CCN1CCN(C(=O)CN(CC)S(=O)(=O)c2ccc(F)cc2)CC1 returned Lipid droplet -10.6 and Lipid droplet cells 6.5 µM 818.
OC(COc1c(F)cc(Br)cc1F)CN1CCc2ccccc2C1 (stereo not given) was read as Lipid droplet -0.1 and Lipid droplet cells 6.5 µM 805.
`COc1ccc(CCN(C)C(=O)C23CC4CC(CC(Cl)(C4)C2)C3)cc1OC` gave Lipid droplet -26.1 and Lipid droplet cells 6.5 µM 635.
COc1ccc(S(=O)(=O)N2CCOC2CNC(=O)C(=O)NCc2ccc3c(c2)OCO3)cc1 (stereo not given) was read as Lipid droplet 0.4 and Lipid droplet cells 6.5 µM 673.
Screening CC(CN1CCCC1)OC(=O)c1cccc(F)c1 (stereo not given) returned Lipid droplet -1.0 and Lipid droplet cells 6.5 µM 795.
Cc1c(C(=O)N2CCCCC2)c(S(=O)(=O)N2c3ccccc3CC2C)c(C)n1C (stereo not given) was read as Lipid droplet -18.4 and Lipid droplet cells 6.5 µM 766.
`CCn1ccnc1CNC(=O)c1ccc(OC2CCN(C(=O)COC)CC2)cc1` gave Lipid droplet 2.0 and Lipid droplet cells 6.5 µM 755.
Screening Cc1ccc(OCc2cc(C(=O)N(C)Cc3cc(C4CC4)n[nH]3)no2)cc1C returned Lipid droplet 4.0 and Lipid droplet cells 6.5 µM 749.
`COc1cc2c(cc1OC)C(c1ccccc1[N+](=O)[O-])N(C(C)=O)CC2` (stereo not given) gave Lipid droplet -2.2 and Lipid droplet cells 6.5 µM 775.
`CCC1CCCCN1CCCNC(=O)CSc1nc2nc(C)c(Cc3ccccc3Cl)c(C)n2n1` (stereo not given) gave Lipid droplet -0.9 and Lipid droplet cells 6.5 µM 702.
For Cc1ccc(C(=O)NNC(=S)NCC2CCCO2)cc1[N+](=O)[O-] (stereo not given) the results were Lipid droplet 8.4 and Lipid droplet cells 6.5 µM 827.

Random excerpt: 5 entries already listed.
Screening CC(CN1CCCC1)OC(=O)c1cccc(F)c1 (stereo not given) returned Lipid droplet -1.0 and Lipid droplet cells 6.5 µM 795.
`CCC1CCCCN1CCCNC(=O)CSc1nc2nc(C)c(Cc3ccccc3Cl)c(C)n2n1` (stereo not given) gave Lipid droplet -0.9 and Lipid droplet cells 6.5 µM 702.
`CCn1ccnc1CNC(=O)c1ccc(OC2CCN(C(=O)COC)CC2)cc1` gave Lipid droplet 2.0 and Lipid droplet cells 6.5 µM 755.
COc1ccc(S(=O)(=O)N2CCOC2CNC(=O)C(=O)NCc2ccc3c(c2)OCO3)cc1 (stereo not given) was read as Lipid droplet 0.4 and Lipid droplet cells 6.5 µM 673.
`COc1ccc(CCN(C)C(=O)C23CC4CC(CC(Cl)(C4)C2)C3)cc1OC` gave Lipid droplet -26.1 and Lipid droplet cells 6.5 µM 635.

(next part)
Screening N#Cc1ccccc1NC(=O)COC(=O)c1ccc(F)cc1F returned Lipid droplet 11.0 and Lipid droplet cells 6.5 µM 860.
Screening O=C(Nc1ccccc1N1CCOCC1)c1ccc(OCc2cscn2)cc1 returned Lipid droplet 7.9 and Lipid droplet cells 6.5 µM 736.
`CC(C)c1ccc(NC(=O)CN2C(=O)c3ccccc3S2(=O)=O)cc1` gave Lipid droplet -0.6 and Lipid droplet cells 6.5 µM 777.
Screening CCCCn1c(N)c(N(CC)C(=O)CCNC(=O)NC23CC4CC(CC(C4)C2)C3)c(=O)[nH]c1=O returned Lipid droplet -5.5 and Lipid droplet cells 6.5 µM 797.
Screening CCOc1ccc(S(=O)(=O)N(CC)CC(=O)NCc2ccco2)cc1C returned Lipid droplet 13.9 and Lipid droplet cells 6.5 µM 740.
For O=C(Nc1ccccc1F)C1CCN(S(=O)(=O)c2cccc3nonc23)CC1 the results were Lipid droplet -0.6 and Lipid droplet cells 6.5 µM 840.
`COc1ccc(OC)c(NC(=O)C(C)N2c3cccc4cccc(c34)S2(=O)=O)c1` (stereo not given) gave Lipid droplet 4.0 and Lipid droplet cells 6.5 µM 765.
For O=S(=O)(Cc1ccccc1)Nc1cccc(F)c1 the results were Lipid droplet -0.3 and Lipid droplet cells 6.5 µM 880.
COc1ccc(NC(=O)NNC(=O)C(C)Oc2ccc3ccccc3c2)cc1 (stereo not given) was read as Lipid droplet -5.3 and Lipid droplet cells 6.5 µM 810.
`CCCCN(CC)CCNC(=O)c1cc2c(-c3ccc(Cl)cc3)nn(C)c2s1` gave Lipid droplet -41.3 and Lipid droplet cells 6.5 µM 812.

Taken from the listing for reference:
Screening N#Cc1ccccc1NC(=O)COC(=O)c1ccc(F)cc1F returned Lipid droplet 11.0 and Lipid droplet cells 6.5 µM 860.
Screening O=C(Nc1ccccc1N1CCOCC1)c1ccc(OCc2cscn2)cc1 returned Lipid droplet 7.9 and Lipid droplet cells 6.5 µM 736.

(cont.)
`O=C(Nc1ccc2ccccc2c1)c1cc(F)c(F)cc1Cl` gave Lipid droplet -6.7 and Lipid droplet cells 6.5 µM 823.
Screening NC(=O)Cn1cnc2c(nnn2-c2cccc(Cl)c2)c1=O returned Lipid droplet 1.0 and Lipid droplet cells 6.5 µM 819.
For Cc1ccc(/C=N/NC(=O)c2nnn(-c3nonc3N)c2CSc2ccc(Cl)cc2)o1 the results were Lipid droplet 7.6 and Lipid droplet cells 6.5 µM 670.
CCC(Oc1cccc(C)c1)C(=O)Nc1ccccc1C(=O)N1CCOCC1 (stereo not given) was read as Lipid droplet 24.7 and Lipid droplet cells 6.5 µM 725.
CCC(C)NC(=O)c1cc2cc3ccc(OC)cc3nc2o1 (stereo not given) was read as Lipid droplet 4.1 and Lipid droplet cells 6.5 µM 876.
`CC1=C(C(=O)OC(C)C)C(c2ccc3c(c2)OCO3)NC(=O)N1` (stereo not given) gave Lipid droplet 18.6 and Lipid droplet cells 6.5 µM 811.
`COc1ccc(NC(=O)NNC(=O)c2ccc3ccccc3c2)cc1OC` gave Lipid droplet -2.0 and Lipid droplet cells 6.5 µM 687.
Screening CN(C(=O)c1cccc(C(=O)N(C)c2ccccc2)c1)c1ccccc1 returned Lipid droplet 7.6 and Lipid droplet cells 6.5 µM 795.
Cc1sc2ncn(CC(=O)N3CCCC(C)C3)c(=O)c2c1S(=O)(=O)N1CCCCC1 (stereo not given) was read as Lipid droplet 0.3 and Lipid droplet cells 6.5 µM 831.
For COc1ccc(NC(=O)c2cc(-c3ccc4c(c3)OCO4)on2)cc1OC the results were Lipid droplet -4.7 and Lipid droplet cells 6.5 µM 820.
For CSCC(C)N1CCC(N2CCC(C(=O)NCc3ccccn3)CC2)CC1 (stereo not given) the results were Lipid droplet 4.7 and Lipid droplet cells 6.5 µM 709.
Cc1ccc(S(=O)(=O)NC2=NCN(C)CN2)cc1[N+](=O)[O-] was read as Lipid droplet -3.1 and Lipid droplet cells 6.5 µM 642.
`O=C(Nc1ccc(N2CCOCC2)cc1N1CCOCC1)c1ccc(Cl)cc1` gave Lipid droplet -7.4 and Lipid droplet cells 6.5 µM 860.
Screening COc1ccccc1OCc1nn[nH]n1 returned Lipid droplet -4.2 and Lipid droplet cells 6.5 µM 748.
Cn1c(SCC(=O)NC2CC2)nnc1-c1cccs1 was read as Lipid droplet -2.4 and Lipid droplet cells 6.5 µM 690.
`COC(=O)c1ccccc1NC(=O)CNCCc1ccc(OC)c(OC)c1` gave Lipid droplet -12.6 and Lipid droplet cells 6.5 µM 773.
O=C(c1ccc(Br)c([N+](=O)[O-])c1)N1CCN(Cc2ccccc2)CC1 was read as Lipid droplet 1.7 and Lipid droplet cells 6.5 µM 797.
For O=C(NCc1cccs1)C1CCCN1C(=O)Nc1ccccc1Cl (stereo not given) the results were Lipid droplet -2.1 and Lipid droplet cells 6.5 µM 792.
For CC(=O)Nc1ccc(S(=O)(=O)N2C(C)CCCC2C)cc1 (stereo not given) the results were Lipid droplet -6.8 and Lipid droplet cells 6.5 µM 821.

Assay outcomes from PubChem BioAssay.
